# EPAC2 agonist = activates human EPAC2 exchange factor. EPAC2 activation, biochemical qHTS; response scale: 100% = 6.5 mM cAMP response. Potency, µM (titrated, usually from 154 µM), for inactives: at the top dose activation, most hits filed as activators. 360,000 compounds, 0.079% hits; also: potency is read from the fitted curve at half-maximal effect; nearly all actives have a fitted effect of over 50% in size
#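 Compounds were added across a concentration range to EPAC2 (100 nM), RAP1B-BODIPY-GDP (250 nM) and GDP (50 uM). After 5 min at room temperature, fluorescence was recorded at 5-min intervals for 30 min.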
# PTHR1 agonist = agonists of human PTHR1 parathyroid hormone receptor | Q03431 | HEK293 GP2 PTHR1 cells, GloSensor cAMP luminescence, 1 h | Potency, µM (doses to about 115 µM), inactives show at the top dose activation, most hits filed as activators | 410,000 compounds, 0.075% hits; also: potency is read from the fitted curve at half-maximal effect; nearly all actives have a fitted effect of over 55% in size; some results filed as inactive show a strong effect at the top dose; inactives centre near -15; many of its hits are not listed in these tables
# Target sequence (Q03431 whole entry, looked up): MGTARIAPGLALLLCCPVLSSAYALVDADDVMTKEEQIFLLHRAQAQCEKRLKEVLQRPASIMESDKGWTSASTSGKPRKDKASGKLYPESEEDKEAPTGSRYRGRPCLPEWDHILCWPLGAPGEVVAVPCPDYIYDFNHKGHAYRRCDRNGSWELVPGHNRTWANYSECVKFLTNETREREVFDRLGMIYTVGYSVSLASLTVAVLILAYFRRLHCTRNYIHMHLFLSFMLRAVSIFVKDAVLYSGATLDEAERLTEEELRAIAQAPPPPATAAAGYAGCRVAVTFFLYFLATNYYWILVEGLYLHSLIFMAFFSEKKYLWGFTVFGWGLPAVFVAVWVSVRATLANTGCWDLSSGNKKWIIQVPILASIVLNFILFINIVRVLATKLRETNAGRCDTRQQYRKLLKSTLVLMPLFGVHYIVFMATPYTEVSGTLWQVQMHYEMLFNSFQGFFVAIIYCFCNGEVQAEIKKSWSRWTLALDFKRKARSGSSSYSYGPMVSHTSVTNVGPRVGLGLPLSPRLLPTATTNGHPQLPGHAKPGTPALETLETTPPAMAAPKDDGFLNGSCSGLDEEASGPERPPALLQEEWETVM
#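 HEK-293-derived GP2 cells expressing PTHR1 and a GloSensor cAMP reporter, 3,000/well, plated overnight, given luciferin plus IBMX (each 0.5 mM as added) for 1 h at 37 °C, then compound for 1 h at 37 °C. Luminescence was read after 15 min at room temperature.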
# CCT chaperon mod = cytosolic chaperonin activity modulation. purified chaperonin ATPase assay, HTRF ADP detection, 30 min. 360,000 compounds, 0.3% hits. AID 651819. activity change, % (concentration not given with the values), hits read low; in the data active = activity change below about -30%; also: % is scaled to controls: 0 for no effect and ±100 for the full control effect
#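 ATPase activity: ADP formed was measured by HTRF Transcreener (665/615 nm ratio) after 30 min at 37 deg C with 10 uM ATP. Compounds screened at one 76 uM concentration against 40 or 20 nM TRiC in Tris pH 7.4/KCl/MgCl2/DTT buffer.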
# Mm-Cpn inhibitor = inhibitors of Methanococcus maripaludis chaperonin (MmCpn); purified Mm-Cpn ATPase, ADP Transcreener TR-FRET; Potency, µM (doses to about 76.9 µM), inactives show at the top dose activity, negative = inhibition, most hits filed as inhibitors; 330,000 compounds, 0.031% hits; also: potency is read from the fitted curve at half-maximal effect; % is scaled to controls: 0 for no effect and ±100 for the full control effect; nearly all actives have a fitted effect of over 80% in size
#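 25 nM Mm-CPN + cpd, 10 min 37°C; + 10 uM ATP, 30 min 37°C; buffer 30 mM Tris pH 7.4, 100 mM KCl, 5 mM MgCl2, 1 mM DTT; Transcreener ADP HTRF detection 30 min RT.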
# DRD3 antagonist = D3 dopamine receptor (human) antagonism; D3R cells, DiscoveRx beta-arrestin luminescence, antagonist mode; hits give low values; max response, negative = inhibition, %; 360,000 compounds, 2.5% hits; AID 652054; in the data active = max response below about -50%; inconclusive = no clear call, values can overlap the other calls; also: % is scaled to controls: 0 for no effect and ±100 for the full control effect; mostly tested at two doses, the higher about 12 µM
# Target sequence (P35462 whole entry, looked up): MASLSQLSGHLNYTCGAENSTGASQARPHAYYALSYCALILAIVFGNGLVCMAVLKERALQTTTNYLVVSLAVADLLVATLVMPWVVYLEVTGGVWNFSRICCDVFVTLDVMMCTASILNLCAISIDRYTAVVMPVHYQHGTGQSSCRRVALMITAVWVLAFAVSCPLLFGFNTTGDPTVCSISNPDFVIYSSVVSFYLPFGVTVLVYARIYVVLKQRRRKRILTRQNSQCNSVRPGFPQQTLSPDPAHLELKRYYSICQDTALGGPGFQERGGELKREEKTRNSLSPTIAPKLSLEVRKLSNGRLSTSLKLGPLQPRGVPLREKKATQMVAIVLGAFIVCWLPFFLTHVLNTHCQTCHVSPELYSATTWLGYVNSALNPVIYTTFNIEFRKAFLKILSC
#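 Cells expressing the human receptor were seeded at 1500 cells/well, incubated overnight at 37 degrees C in 5% CO2, then exposed to library compounds with dopamine controls for 90 minutes at 37 degrees C before luminescent detection.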
# DRD3 agonist = activates the human D3 dopamine receptor; P35462; D3R DiscoveRx beta-arrestin cells, luminescence, 90 min; max activation, %; 410,000 compounds, 0.58% hits; in the data active = max activation above about 30%; also: 0% is about no effect; mostly tested at two doses, the higher about 12 µM
#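 Cells at 1500/well, incubated overnight, then treated with pinned compounds (dopamine as control) for 90 min at 37 degrees C. DiscoveRx reagent added for 30 - 60 minutes at room temperature; luminescence read.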
# EPAC2 antagonist = antagonists of human EPAC2. EPAC2 GEF exchange of Rap1B-BODIPY-GDP, fluorescence. Potency, µM (highest dose often 114 µM), for inactives: at the highest dose activity, negative = inhibition, hits mostly inhibitors. 360,000 compounds, 0.18% hits. Q8WZA2; also: potency is read from the fitted curve at half-maximal effect; % is scaled to controls: 0 for no effect and ±100 for the full control effect; nearly all actives have a fitted effect of over 45% in size; many of its hits are not listed in these tables
# pAkt inh = inhibitors of Akt phosphorylation; Neuro2A IGF-stimulated pAkt S473 HTRF, 20 min; hits give low values; activity change, % for hits at 50 µM; 360,000 compounds, 0.32% hits; AID 651550; in the data active = activity change below about -80%; inconclusive = mostly about -51% to -80%; also: % is scaled to controls: 0 for no effect and ±100 for the full control effect
#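 Neuro2A cells (4,500/well, DMEM with 0.5% FBS) were treated with compound at a single 50 µM final concentration, stimulated with 6 nM IGF for 20 min at 37 °C, and lysed. Phospho-Akt Ser473 was read by HTRF as 665/615 ratio ×10^4.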
# Active calls of the source: *; i = inactive; ? = inconclusive; · = no result given; [ ] = dose if it differs, or a comment. Unless noted, calls follow the shape of the dose curve; as a rule, active = well fitted curve in the direction sought with a large enough effect; inconclusive = small, poorly fitted or top-dose-only effect, or another doubt; inactive = no such curve, though single readings can be large; an effect the other way counts as inactive or inconclusive. The list is partial. The share of hits here may be higher or lower than overall.
SMILES,EPAC2 agonist,PTHR1 agonist,CCT chaperon mod,Mm-Cpn inhibitor,DRD3 antagonist,DRD3 agonist,EPAC2 antagonist,pAkt inh
Cn1nnnc1SCC(=O)Nc1ccccc1N1CCOCC1,3%,-4%[57.5 µM],-2.3,3%,7,5,7%,i
Cn1c(=O)[nH]c2ccc([N+](=O)[O-])nc21,7%,i,-0.3,2%,-17,-14,0%,i
CN(C)C(=O)CSc1n[nH]c(=O)n1CCc1ccccc1,-8%,i,-2.4,1%,6,3,-4%,i
O=C(NCCc1ccccn1)c1cc(C(=O)C2CCCCC2)c[nH]1,3%,i,0.6,0%,3,-4,-4%,i
O=C(NN=C1CCCC1)c1ccn[nH]1,1%,i,-2.5,-3%,-15,-9,-2%,i
Cn1ncc2c(N3CCOCC3)ncnc21,9%,?,0.0,1%,-23,-20,4%,i
Cc1ccc(C(=O)CC(SCC(=O)O)c2ccc([N+](=O)[O-])cc2)cc1 (stereo not given),-1%,-40%,-13,2%,-25,3,-6%,i
CCCN(C)C1CN(Cc2cn(Cc3ccc(C(F)(F)F)cc3)nn2)S(=O)(=O)C1 (stereo not given),-2%,-10%,-2.4,·,-2,-5,2%,i
Cc1cc(N2CC(C(=O)NCc3cccnc3)CC2=O)ccc1C(C)C (stereo not given),1%,24%,1.0,-3%,-4,2,-1%,i
COc1ccc2oc(C(=O)OCC(=O)N(Cc3ccccc3)C(C)C)c(C)c2c1,-5%,-19%,-5.3,-6%,-8,-2,-14%,i
CSC[C@H]1CN(c2ccc(Br)cc2)C(=O)[C@@H]1CC(=O)Nc1ccccc1,6%,-16%,0.9,·,10,3,-1%,i
CCOC(=O)C1=C(C)NC2=C(C(=O)OC2)C1c1ccccc1 (stereo not given),3%,-16%,-1.9,2%,0,-9,-16%,i
Cc1cc(NC(=O)C(C)SCC(=O)Nc2nc3c(F)cc(F)cc3s2)no1 (stereo not given),0%,-20%,3.1,-4%,9,3,23%,i
Cc1ccccc1/C=N/Nc1nc2ccccc2c(=O)n1O,8%,i,-1.7,0%,8,-2,8%,i
Cn1cc(CN(CCCN2CCOCC2)C(=S)Nc2cccc(Cl)c2)c2ccccc21,9%,-5%,-5.7,2%,?,-28,-5%,i
CN(CC(=O)Nc1ccccc1Br)C(=O)COc1cccc2c1OC(C)(C)C2,-1%,i,0.1,-1%,12,-5,19%,i
O=C(NCCOc1ccccc1)N1[C@H]2CC[C@@H]1C=C(c1ccc(F)cc1OCc1ccccc1)C2,17%,-51%[inhibitor],1.5,·,56,5,-5%,i
Nn1c(Cc2cccc3ccccc23)nnc1SCCOc1ccc(Br)cc1,7%,-27%,-1.7,-10%,-2,6,1%,i
CC(C)Oc1ccc(S(=O)(=O)N2CCOCC2)cc1NC(=O)C1CCC1,-3%,-21%,0.8,-2%,2,-13,-4%,i
CCc1ccc(OCCCC(=O)Nc2nnc(C3CCCO3)s2)cc1 (stereo not given),7%,i,0.4,1%,-1,-2,-2%,i
COc1cc(NC(=O)c2csc3c2CCCC3)ncn1,-8%,-60%[inhibitor],-0.5,2%,-4,-8,-1%,i
CCN(CC)C(=O)CN1C(=O)c2cccc3cccc(c23)C1=O,3%,-4%,-3.8,0%,-12,-1,8%,i
Cc1ccc(NC(=O)c2cc(C(=O)Nc3ccc(C)cc3)n(C)n2)cc1,4%,-7%,2.2,·,9,-11,-8%,i
CC1CCCCC12NC(=O)N(CC(=O)Nc1ccc(OC(F)F)cc1)C2=O (stereo not given),-13%,i,-1.3,-1%,26,-9,2%,i
Cc1ccccc1N=Nc1c(O)n(C)c2ccccc12,5%,i,-3.3,0%,-27,-3,5%,i
SMILES,EPAC2 agonist,PTHR1 agonist,CCT chaperon mod,Mm-Cpn inhibitor,DRD3 antagonist,DRD3 agonist,EPAC2 antagonist,pAkt inh
Cn1c(Sc2ccc([N+](=O)[O-])cc2C(F)(F)F)nnc1-c1ccccc1,0%,i,0.0,0%,4,10,12%,i
O=C(O)/C=C/C(=O)NCCc1ccc(Cl)cc1,7%,8%,1.4,0%,-14,8,-3%,i
Cc1ccc(NC(=O)CCNS(=O)(=O)c2cccc3nonc23)cc1,4%,i,1.1,-2%,?,-3,-5%,i
Cc1cccc(N2CCN(C(=O)c3ccc(CS(=O)(=O)c4ccccc4C)o3)CC2C)c1 (stereo not given),9%,-5%,0.3,-3%,14,-3,-3%,·
CCOC(=O)c1cnc2cc(C)nn2c1-c1ccccc1,-5%,-9%[57.5 µM],-1.5,1%,21,0,3%,i
CCc1nc(SCC(=O)Nc2cc(OC)ccc2OC)c2c(C)c(C)sc2n1,14%,-1%,-2.1,-1%,4,13,-16%,i
CCCCn1c(C(C)NC(=O)CC)nc2ccccc21 (stereo not given),6%,-23%,-1.6,-1%,4,-2,-6%,i
CCN(CC)S(=O)(=O)c1ccc(OCC(=O)NC(=O)Cc2ccccc2)c([N+](=O)[O-])c1,1%,-19%,-0.2,0%,14,3,-2%,i
O=C(CSc1nccc(=O)[nH]1)N1CCc2ccccc2C1,13%,-7%[57.5 µM],-2.7,3%,-21,-18,-2%,i
O=C(O)C1CC=CCC1C(=O)Nc1ccccc1 (stereo not given),2%,i,-1.8,0%,?,-4,1%,i
O=C(NNc1nc2c(F)cc(F)cc2s1)C1COc2ccccc2O1 (stereo not given),6%,i,-7.1,3%,-25,4,-3%,i
CC(C)c1nc(-c2c(N)n(C)c(=O)n(C)c2=O)sc1C(=O)C(C)(C)C,-11%,-28%,-0.6,-1%,17,7,0%,i
CCOC(=O)C1=NN(c2ccccc2)C(=O)C1,0%,i,1.1,1%,18,-4,7%,i
Cc1ccc(-n2ncc3c(SCc4cccnc4)ncnc32)c(C)c1,1%,-26%,0.0,?,2,4,3%,i
O=C(CCN1C(=O)c2ccccc2S1(=O)=O)Nc1cccc(F)c1,6%,i,-1.6,6%,4,-7,-5%,i
O=S(=O)(c1ccccc1)N1CCN(S(=O)(=O)c2ccccc2)c2ccccc21,4%,-20%,0.1,·,-1,-24,2%,i
COc1cc2c(cc1NC(=O)CCCCCN1C(=O)CCC1=O)oc1ccccc12,14%,-2%[57.5 µM],-0.8,-1%,-12,-9,-5%,·
Cc1ccccc1NC(=O)Cc1nc(COC(=O)c2cc(Cl)ccc2O)cs1,-3%,-24%,1.4,-8%,9,3,17%,i
Cc1cc(=O)oc2cc(OCC(=O)OCC(=O)Nc3ccccc3Br)ccc12,-5%,?,-1.9,-1%,?,-9,-4%,i
CCCn1c(=O)c2c(nc3n2CCN3Cc2ccco2)n(C)c1=O,-1%,i,-0.4,2%,-1,15,5%,i
Cc1cccc(C(=O)NNC(=O)c2ccc(Br)cc2)c1,-6%,i,-1.2,0%,-4,-2,2%,i
COc1ccccc1NC(=O)COC(=O)CCc1ccc(S(=O)(=O)N2CCOCC2)cc1,10%,-16%,0.2,1%,-9,-3,11%,i
Nc1cc(C(=O)OCC(=O)NCc2ccco2)ccc1Cl,-8%,i,-2.2,1%,-17,3,6%,i
O=C(O)C1C2C=CC(C2)C1C(=O)NCc1ccc2c(c1)OCO2 (stereo not given),8%,-25%[57.5 µM],0.3,-1%,9,0,-1%,i
O=C(NCCN1CCN(c2ccccc2F)CC1)C1CC(=O)N(C2CCCC2)C1 (stereo not given),0%,i,1.1,-7%,-66*,-9,3%,i

# By substructure: the compounds so far containing a Cl atom
SMILES,EPAC2 agonist,PTHR1 agonist,CCT chaperon mod,Mm-Cpn inhibitor,DRD3 antagonist,DRD3 agonist,EPAC2 antagonist,pAkt inh
Cn1cc(CN(CCCN2CCOCC2)C(=S)Nc2cccc(Cl)c2)c2ccccc21,9%,-5%,-5.7,2%,?,-28,-5%,i
O=C(O)/C=C/C(=O)NCCc1ccc(Cl)cc1,7%,8%,1.4,0%,-14,8,-3%,i
Cc1ccccc1NC(=O)Cc1nc(COC(=O)c2cc(Cl)ccc2O)cs1,-3%,-24%,1.4,-8%,9,3,17%,i
Nc1cc(C(=O)OCC(=O)NCc2ccco2)ccc1Cl,-8%,i,-2.2,1%,-17,3,6%,i

# Going on with the list:
SMILES,EPAC2 agonist,PTHR1 agonist,CCT chaperon mod,Mm-Cpn inhibitor,DRD3 antagonist,DRD3 agonist,EPAC2 antagonist,pAkt inh
CCCCn1c(N)c(N(CC(C)C)C(=O)c2cc(C)nc3ccccc23)c(=O)[nH]c1=O,2%,-18%,-0.5,0%,18,7,-22%,i
C=CCn1c(SCc2cccc(OC)c2)nnc1-c1ccncc1,5%,-26%,-1.0,-3%,-5,5,3%,i
Cc1nc(C)c(C(=O)O)c(-c2cccs2)c1C(=O)O,1%,-5%,0.2,0%,11,5,6%,i
O=C(NC(=S)NC1CCN(Cc2ccccc2)CC1)c1ccc(F)cc1,18%,-25%,-2.1,2%,?,-13,-2%,i
CCc1cc(-c2n[nH]c(C)c2-c2nc3ccccc3n2C)c(O)c(CN2CCN(C)CC2)c1O,6%,-12%[57.5 µM],-1.1,-2%,-12,-6,-2%,i
COc1cc(OC)c2c(c1)OC(=O)CC2c1cc(OC)c(OC)c(OC)c1 (stereo not given),7%,23%,0.5,-1%,-1,0,?,i
COc1ccccc1N1CCN(C2CCN(C(=O)c3cc(OC)c(OC)c(OC)c3)CC2)CC1,-12%,i,-1.1,0%,-15,-2,4%[57.1 µM],i
CCOC(CCn1c(SCC(=O)NC2CCCC2)nc2ccccc2c1=O)OCC,-9%,i,-0.9,0%,0,5,6%,i
CC(C)c1nnc(NC(=O)CCS(=O)(=O)Cc2ccccc2)s1,3%,i,-1.7,0%,1,6,-3%,i
CC1Oc2ccccc2N(CC(=O)Nc2ccc(F)cc2)C1=O (stereo not given),10%,-14%,-6.6,1%,8,1,-4%,i
Cc1csc(=O)n1CCC(=O)NCc1ccc(F)cc1,5%,-38%[inhibitor],-2.2,-1%,-19,-29,12%,i
CCN(CCNC(=O)C1CCCN(Cc2nc(-c3ccc(OC)cc3)oc2C)C1)c1ccccc1 (stereo not given),5%,i,-2.0,2%,11,-1,-4%,i
COc1ccc(NCC(=O)N/N=C2\CCc3ccccc32)cc1,4%,i,-0.1,-1%,0,-7,-7%,i
CCOC(=O)c1c(C)[nH]c(C(=O)NCC(c2ccco2)N2CCCCC2)c1C (stereo not given),0%,-16%,0.5,0%,4,-17,2%,i
O=C(O)CN1C(=O)/C(=C\c2cccc(OCc3ccc(Cl)cc3)c2)SC1=S,-2%,-35%[inhibitor],-1.0,0%,0,0,?,i
